APJ antagonist: antagonists of human apelin receptor APJ, primary screen, CHO-K1 cells, beta-arrestin complementation, luminescence. P35414. inhibition, % at 20 µM. hit rate 0.32% among 330,000;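 active = inhibition above about 40% at 20 µM, limit read from the data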;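 note: cells challenged with 10 nM apelin-13 agonist together with compound; plate controls were apelin-13 plus DMSO wells for no effect and DMSO wells lacking apelin-13 for full effect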
Jurkat NFkB inh: inhibitors of induced NF-kB luciferase reporter, primary screen, TCR NF-kB activation inhibitor project, cell-based, luminescence, uHTS; Jurkat, PMA/ionomycin-induced NF-kB luciferase reporter; inhibition, % at 4 µM; hit rate 0.53% among 330,000; in the data active = inhibition above about 50%
Mdm2 MdmX PPI: inhibitors of human Mdm2-MdmX association, primary screen, cell-based, luminescence, split luciferase, SaOS-2, uHTS | Protein Mdm4 (Homo sapiens) + E3 ubiquitin-protein ligase Mdm2 (Homo sapiens), … | SaOS-2 split-luciferase Mdm2/MdmX complementation | inhibition, % at 8 µM | hit rate 3% among 330,000 | AID 485346, 2010;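 active = inhibition of at least 50% at 8 µM in the primary screen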
Target sequence (O15151 whole entry, looked up): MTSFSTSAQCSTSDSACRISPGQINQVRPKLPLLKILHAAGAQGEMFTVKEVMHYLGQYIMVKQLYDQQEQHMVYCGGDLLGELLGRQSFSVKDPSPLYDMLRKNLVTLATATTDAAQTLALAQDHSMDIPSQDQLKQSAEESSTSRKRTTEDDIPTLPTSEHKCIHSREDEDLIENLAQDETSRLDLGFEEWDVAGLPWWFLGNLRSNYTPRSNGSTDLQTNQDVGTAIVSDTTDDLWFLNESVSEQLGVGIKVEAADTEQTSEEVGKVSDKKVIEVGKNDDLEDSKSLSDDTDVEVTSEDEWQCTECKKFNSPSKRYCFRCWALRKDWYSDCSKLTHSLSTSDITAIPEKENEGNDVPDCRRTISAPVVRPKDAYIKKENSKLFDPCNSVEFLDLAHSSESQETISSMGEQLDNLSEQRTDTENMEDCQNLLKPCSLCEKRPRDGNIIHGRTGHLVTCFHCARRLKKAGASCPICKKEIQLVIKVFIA
Target sequence (Q00987 whole entry, looked up): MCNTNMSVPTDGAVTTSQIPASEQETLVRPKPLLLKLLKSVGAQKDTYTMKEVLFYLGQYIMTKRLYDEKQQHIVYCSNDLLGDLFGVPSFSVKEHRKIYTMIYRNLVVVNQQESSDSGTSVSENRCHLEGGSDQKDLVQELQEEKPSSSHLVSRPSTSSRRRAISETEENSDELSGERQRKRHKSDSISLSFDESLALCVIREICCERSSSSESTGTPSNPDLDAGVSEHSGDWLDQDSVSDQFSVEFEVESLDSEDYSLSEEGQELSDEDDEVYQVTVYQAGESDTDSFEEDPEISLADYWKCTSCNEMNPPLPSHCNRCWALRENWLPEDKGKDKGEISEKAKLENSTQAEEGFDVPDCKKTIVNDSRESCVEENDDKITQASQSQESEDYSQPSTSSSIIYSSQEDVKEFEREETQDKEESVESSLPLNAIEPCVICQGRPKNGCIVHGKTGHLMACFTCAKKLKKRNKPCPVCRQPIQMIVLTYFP
tim23-1 inh: growth inhibitors of tim23-1 mutant yeast, primary screen, luminescence, uHTS; hit rate 1.3% among 330,000; inhibition, % at 20 µM; S. cerevisiae tim23-1 growth, BacTiter-Glo luminescence, 24 h;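 active = growth inhibition of the mutant yeast at or above 50%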;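 note: temperature-sensitive mutant grown at 25 °C; plate controls were DMSO-treated mutant yeast for no effect and medium wells lacking yeast for full effect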
UPR XBP1 act: activators of adaptive XBP1 UPR arm, primary screen, cell-based, CHO-XBP1 luciferase reporter, luminescence, uHTS; activation, % at 20 µM; IRE1-XBP1 UPR activation; percent of tunicamycin response, DMSO as zero; hit rate 0.33% among 330,000; AID 463104, 2010;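 active = versus positive control, 20 µM dose yields 30% or more activation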;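 note: 100% = tunicamycin at 10 µg/mL and 0% = DMSO only wells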
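Material: IRE1-XBP1 luciferase reporter CHO line / Quantity: one thousand reporter cells per well / Buffer or medium: F12 with 10% serum / Compound: 20 µM single concentration, DMSO 1% / Times: 6 h treatment, 37 °C / Detection: Steady-Glo luciferase glow luminescence, 10 min after reagent addition / Benchmarks: tunicamycin high, DMSO low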
697 NFkB inh: inhibitors of PMA/ionomycin-induced NF-kB reporter, 697 cells, primary screen, B-cell NF-kB inhibitor project, cell-based, luminescence, uHTS. 697 B-cell NF-kB luciferase reporter, 16 h. inhibition, % at 4 µM. hit rate 0.33% among 330,000. AID 435022, 2010; in the data active = inhibition above about 35%
APJ ag: agonists of human apelin receptor APJ, primary screen, CHO-K1 cells, PathHunter beta-arrestin, luminescence; AID 2520, 2010; 0% DMSO wells, 100% apelin; activation, % at 20 µM; hit rate 0.11% among 330,000; P35414;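 active = activation more than six SD over the plate average, tested at 20 µM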;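 note: 0% = DMSO alone and 100% = apelin-13 at 10 nM; some results filed as inactive read as strong as hits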
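Material: engineered CHO-K1 APJ arrestin reporter cells; amount: 1000 CHO-K1 reporter cells seeded per well; incubation: compound stimulation 90 min at 25 °C, detection 60 min; signal: luminescent beta-gal fragment complementation, chemiluminescent substrate; read-out basis: APJ agonist activity; controls: DMSO-only wells as negative, 10 nM Apelin-13 as positive control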
UPR CHOP act: activators of apoptotic CHOP UPR arm, primary screen, cell-based, CHO-CHOP luciferase reporter, luminescence, uHTS; UPR activation; percent of tunicamycin response over DMSO baseline; hit rate 0.34% among 330,000; activation, % at 10 µM; AID 449763, 2010;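 active = at 10 µM dose, activation of 40% or more, normalized to positive control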;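 note: 100% = tunicamycin at 10 µg/mL and 0% = DMSO alone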
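Dosing – one dose, 10 µM in 0.5% DMSO · System – CHO-CHOP cells, stable luciferase reporter of PERK-eIF2a-CHOP signalling · Input – 500 cells/well · Control set – tunicamycin 10 µg/mL final as positive, DMSO-only wells as negative · Timing – 6 h compound treatment, 37 °C · Measure – % activation vs tunicamycin · Technique – luminescence read with Steady-Glo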
Active calls of the source: *. No enrichment for hits; any-hit rate near 5%.

#1 CC(=O)OCCN(CCCn1c(-c2ccncc2)nc2ccccc21)c1nc(-c2ccc(C)cc2)cs1
#2 CC(C)CC(OC(=O)c1ccc(Cl)nc1)C(=O)NC1CCCC1 (stereo not drawn)
#3 O=C1C2C3C=CC(CC3)C2C(=O)N1c1nccs1 (stereo not drawn)
#4 O=C(c1ccc(Cn2c(=S)[nH]c3ccccc3c2=O)cc1)N1CCN(c2ccccn2)CC1
#5 CCCc1ccc(OCc2ccc(C(=O)NCc3cccnc3)o2)c(OC)c1
#6 CSc1cc(/C=N/O)c(SC)s1

Screen / compound no.	1	2	3	4	5	6
APJ antagonist	6	-7	-9	-15	-6	4
Jurkat NFkB inh	4	-2	-10	17	16	3
Mdm2 MdmX PPI	23	9	2	3	11	22
tim23-1 inh	-22	5	-5	30	-3	-7
UPR XBP1 act	-1	-5	0	1	6	3
697 NFkB inh	17	9	0	-13	-48	-11
APJ ag	3	1	-3	5	-3	5
UPR CHOP act	0.5	0.8	1.7	5.7	1.1	0.6

#7 COc1ccc(-n2c(-c3ccc(Br)cc3)n[nH]c2=S)cc1
#8 COC(=O)c1ccc(NC(=O)CN(C)Cc2cccc(F)c2)cc1
#9 Cc1ccc(CN2CCSc3ccc(C(=O)N4CCN(c5ncccn5)CC4)cc32)cc1
#10 CN(C)c1ccnc(-n2cccc2/C=N/OCc2ccccc2)c1C#N
#11 O=C(Nc1ccc(Cl)cc1)c1ccc(S(=O)(=O)N2CCOCC2)cc1
#12 COc1ccc(N(CC(=O)NC2CCCCC2)C(=O)CCCC(=O)Nc2ccccn2)cc1

Screen / compound no.	7	8	9	10	11	12
APJ antagonist	12	14	28	16	13	10
Jurkat NFkB inh	-9	-6	10	-5	10	6
Mdm2 MdmX PPI	27	-6	-2	17	22	11
tim23-1 inh	34	23	17	15	10	-10
UPR XBP1 act	-4	-2	4	-2	-6	0
697 NFkB inh	8	-2	9	1	5	-2
APJ ag	-2	-3	-1	1	0	-3
UPR CHOP act	-0.8	-2.2	4.8	0.3	-1.6	3.0

#13 CCOC(=O)c1c(NC(=O)CSc2nnc(CNc3ccc(C)cc3C)o2)sc(C)c1C
#14 O=C(COC(=O)c1ccccc1SCC(=O)N1CCCC1)Nc1ccccc1
#15 O=C(CCc1nnc(-c2ccc3c(c2)OCO3)o1)NC(c1ccccn1)C(F)(F)F (stereo not drawn)
#16 O=C(c1ccc(Br)cc1)N1CCCC1
#17 Cc1sc2ncnc(OCC(=O)N3CCN(S(=O)(=O)c4ccccc4)CC3)c2c1C
#18 CC(C)NC(=O)c1nc2ccccc2s1

Screen / compound no.	13	14	15	16	17	18
APJ antagonist	-21	5	8	8	18	18
Jurkat NFkB inh	-4	2	-5	-3	8	-12
Mdm2 MdmX PPI	16	1	4	-2	-24	11
tim23-1 inh	8	16	10	-3	7	-12
UPR XBP1 act	-1	-6	0	-1	-1	29
697 NFkB inh	-1	19	-5	7	18	-1
APJ ag	3	-2	-2	1	1	-7
UPR CHOP act	-0.4	-1.6	0.6	-1.2	-0.5	1.5

#19 CCn1cc(C(=O)NCCc2ccccc2)c(=O)c2cc(S(=O)(=O)N3CCCC3)ccc21
#20 O=C(NCC(c1cccs1)N1CCOCC1)c1cc(-c2ccccn2)nc2ccccc12 (stereo not drawn)
#21 COc1cccc(-c2ccc3ncnc(N(C)Cc4ccco4)c3c2)c1
#22 CCOC(=O)C1=CC[C@]2(C)c3c(c4ccccc4n3C)C(=O)C1N2C
#23 Cc1ccc(C(=O)c2cc([N+](=O)[O-])ccc2N2CCCCC2)cc1
#24 COc1ccc(S(=O)(=O)N2CCOC2CNC(=O)C(=O)NCc2cccnc2)cc1C (stereo not drawn)

Screen / compound no.	19	20	21	22	23	24
APJ antagonist	-11	0	5	-10	20	-7
Jurkat NFkB inh	-1	6	37	-6	56*	-5
Mdm2 MdmX PPI	21	-22	30	-20	53*	-18
tim23-1 inh	9	33	47	9	46	16
UPR XBP1 act	-4	1	4	-3	15	3
697 NFkB inh	-6	9	-47	-1	32	-14
APJ ag	0	4	-4	-5	-4	-4
UPR CHOP act	-1.3	1.0	-1.7	-1.9	0.0	0.6

#25 COC(=O)[C@@H](NC(=O)NC1CCCc2ccccc21)C(C)C (stereo partly drawn)
#26 CCOC(=O)c1ccc(N2C=C(C(=O)OC)C(c3cccc(O)c3)C(C(=O)OC)=C2)cc1
#27 COc1ccc(CNC(=O)CN2CCC(n3nnc4cc(F)ccc43)CC2)cc1
#28 O=C(CSc1nc2ccccc2[nH]1)Nc1ccc2c(c1)CCC2
#29 CCOP(=O)(OCC)c1nc(-c2ccccc2Cl)oc1N1CCOCC1
#30 NNc1ccc(Cc2ccc(Cl)cc2Cl)nn1

Screen / compound no.	25	26	27	28	29	30
APJ antagonist	5	-2	2	-9	14	6
Jurkat NFkB inh	2	-10	19	-1	2	-4
Mdm2 MdmX PPI	17	12	2	9	-20	36
tim23-1 inh	-7	-9	1	6	27	17
UPR XBP1 act	0	-3	-2	-2	2	-3
697 NFkB inh	18	8	18	6	14	4
APJ ag	-3	-3	0	-2	4	-6
UPR CHOP act	0.2	-1.1	-0.2	-0.9	-1.5	-0.6

#31 CC1CCc2ccccc2N1CC(=O)Nc1cccc(S(=O)(=O)N2CCCC2)c1 (stereo not drawn)
#32 O=C(CCNC(=O)c1ccc(Br)cc1)Nc1ccc(S(=O)(=O)N2CCOCC2)cc1
#33 CCCCOC(=O)Nc1ccc(OC)cc1S(=O)(=O)N1CCOCC1
#34 CSc1ccccc1NC(=O)c1cnc2n(c1=O)CCS2
#35 O=C(O)CCCN1C(=O)NC2NC(=O)NC21 (stereo not drawn)
#36 O=C(COc1ccc(C(=S)N2CCOCC2)cc1)N1CCCC1

Screen / compound no.	31	32	33	34	35	36
APJ antagonist	2	0	-2	10	13	-9
Jurkat NFkB inh	5	-6	16	-10	2	0
Mdm2 MdmX PPI	18	-24	13	8	-12	-24
tim23-1 inh	8	9	15	14	6	2
UPR XBP1 act	-3	-3	-3	3	-1	4
697 NFkB inh	-6	-10	14	2	0	10
APJ ag	-5	-2	-2	-3	-3	2
UPR CHOP act	-0.1	-0.1	-1.0	7.6	-0.8	-3.0

#37 Cc1ccc(NS(=O)(=O)c2cn(C)cn2)cc1
#38 COCCNC(=O)Cn1cnc2sc(C)c(S(=O)(=O)N3CCN(c4ccccc4OC)CC3)c2c1=O
#39 c1ccc2cc3[nH]c(CN4CCCCC4)nc3cc2c1
#40 CCOc1ccc(/C=N/n2c(C3CCCCC3)n[nH]c2=S)cc1
#41 COc1cc(CNC(=O)CCCC/C=C\C(C)C)ccc1O
#42 O=C(CCC(=O)Nc1ccccc1Cl)NNC(=O)c1ccccc1[N+](=O)[O-]

Screen / compound no.	37	38	39	40	41	42
APJ antagonist	3	-6	14	3	5	-9
Jurkat NFkB inh	-10	5	-31	-4	3	-1
Mdm2 MdmX PPI	20	6	-32	3	26	13
tim23-1 inh	-4	-3	8	74*	13	1
UPR XBP1 act	0	-2	3	0	-6	-2
697 NFkB inh	20	0	-34	-16	-5	-6
APJ ag	-1	-5	3	-4	3	0
UPR CHOP act	-4.1	-0.3	5.4	0.5	0.6	-0.9

3 compounds out of the list, sorted by molar mass, ascending:
#41 COc1cc(CNC(=O)CCCC/C=C\C(C)C)ccc1O
#40 CCOc1ccc(/C=N/n2c(C3CCCCC3)n[nH]c2=S)cc1
#32 O=C(CCNC(=O)c1ccc(Br)cc1)Nc1ccc(S(=O)(=O)N2CCOCC2)cc1

Screen / compound no.	41	40	32
APJ antagonist	5	3	0
Jurkat NFkB inh	3	-4	-6
Mdm2 MdmX PPI	26	3	-24
tim23-1 inh	13	74*	9
UPR XBP1 act	-6	0	-3
697 NFkB inh	-5	-16	-10
APJ ag	3	-4	-2
UPR CHOP act	0.6	0.5	-0.1

(next part)
#43 O=C(N/N=C/c1cccnc1)C(=O)N1CCCCCC1
#44 O=c1[nH][nH]cc1C=Nc1ccccc1Cl
#45 COc1cc(Cl)c(C)cc1NC(=O)CSc1nnc(CCC(=O)O)c(=O)[nH]1
#46 O=C(Nc1cccc(NC(=O)c2cccc(F)c2)n1)c1cccc(F)c1
#47 Cn1c2ccccc2c2nnc(SCC(=O)NCc3ccoc3)nc21

Screen / compound no.	43	44	45	46	47
APJ antagonist	-1	6	16	2	-6
Jurkat NFkB inh	-1	-10	-17	-14	-4
Mdm2 MdmX PPI	-20	4	-1	-7	15
tim23-1 inh	13	-15	-7	27	9
UPR XBP1 act	-1	1	-2	-6	-1
697 NFkB inh	-4	-2	-2	-28	17
APJ ag	-1	-3	-4	-4	-5
UPR CHOP act	2.3	1.7	-1.4	2.8	-0.3

In the list so far, seven contain an aryl thioether with sulfur outside any ring.
#6 CSc1cc(/C=N/O)c(SC)s1
#13 CCOC(=O)c1c(NC(=O)CSc2nnc(CNc3ccc(C)cc3C)o2)sc(C)c1C
#14 O=C(COC(=O)c1ccccc1SCC(=O)N1CCCC1)Nc1ccccc1
#28 O=C(CSc1nc2ccccc2[nH]1)Nc1ccc2c(c1)CCC2
#34 CSc1ccccc1NC(=O)c1cnc2n(c1=O)CCS2
#45 COc1cc(Cl)c(C)cc1NC(=O)CSc1nnc(CCC(=O)O)c(=O)[nH]1
#47 Cn1c2ccccc2c2nnc(SCC(=O)NCc3ccoc3)nc21

Screen / compound no.	6	13	14	28	34	45	47
APJ antagonist	4	-21	5	-9	10	16	-6
Jurkat NFkB inh	3	-4	2	-1	-10	-17	-4
Mdm2 MdmX PPI	22	16	1	9	8	-1	15
tim23-1 inh	-7	8	16	6	14	-7	9
UPR XBP1 act	3	-1	-6	-2	3	-2	-1
697 NFkB inh	-11	-1	19	6	2	-2	17
APJ ag	5	3	-2	-2	-3	-4	-5
UPR CHOP act	0.6	-0.4	-1.6	-0.9	7.6	-1.4	-0.3
